BLM inh: qHTS Assay for Inhibitors of Bloom's syndrome helicase (BLM); Potency, µM (titrated, usually from 56.1 µM), without a hit: at the highest dose activity change, negative = inhibition, hits mostly inhibitors; recombinant BLM DNA unwinding, fluorescence dequenching; AID 2528, 2010; 350,000 tested, 0.2% active;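 note: potency is the fitted concentration of half-maximal effect; plate controls were vehicle for no effect and no enzyme for full effect; nearly all actives have a fitted effect of over 35% in size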
Pol beta inh: qHTS Assay for Inhibitors of DNA Polymerase Beta. P06746. AID 485314, 2010. Potency, µM (doses to about 114 µM), for inactives: at the highest dose activity change, negative = inhibition, usual class: inhibitors. 340,000 tested, 1.3% active. Pol beta primer extension/strand displacement, fluorescence kinetic; note: potency is the fitted concentration of half-maximal effect; % is set by controls: 0 for no effect and ±100 for the full control effect
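Reaction started by 50 nM substrate onto compound-treated Pol beta (10 nM, 15 min preincubation, room temperature); plates read at 0 min and 10 min. Normalized concentration-effect data fitted by four-parameter Hill equation.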
ERG Ets-DNA blk: qHTS for Small Molecule Inhibitors of the ERG Ets/DNA interaction; Transcriptional regulator ERG (Homo sapiens), P11308; fluorescence polarization, His-ERG Ets domain / labelled DNA; Potency, µM (titrated, usually from 76.9 µM), without a hit: at the top dose FP activity, negative = inhibition, actives largely listed as inhibitors; 370,000 tested, 0.028% active; AID 624246, 2012; active = well fitted inhibition curve with a large enough effect in the polarisation, with a control signal flat; inconclusive = small, poorly fitted or top-dose-only effect, or effect the other way, or a change in a side signal; inactive = no such curve, though single readings can be large or run the other way; the % refers to the polarisation;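 note: polarization taken with two DNA probes labelled with fluorescein and Texas red; potency is the fitted concentration of half-maximal effect; % of control where 0% means no effect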
Target sequence (P11308 whole entry, looked up, the tested form may be a part): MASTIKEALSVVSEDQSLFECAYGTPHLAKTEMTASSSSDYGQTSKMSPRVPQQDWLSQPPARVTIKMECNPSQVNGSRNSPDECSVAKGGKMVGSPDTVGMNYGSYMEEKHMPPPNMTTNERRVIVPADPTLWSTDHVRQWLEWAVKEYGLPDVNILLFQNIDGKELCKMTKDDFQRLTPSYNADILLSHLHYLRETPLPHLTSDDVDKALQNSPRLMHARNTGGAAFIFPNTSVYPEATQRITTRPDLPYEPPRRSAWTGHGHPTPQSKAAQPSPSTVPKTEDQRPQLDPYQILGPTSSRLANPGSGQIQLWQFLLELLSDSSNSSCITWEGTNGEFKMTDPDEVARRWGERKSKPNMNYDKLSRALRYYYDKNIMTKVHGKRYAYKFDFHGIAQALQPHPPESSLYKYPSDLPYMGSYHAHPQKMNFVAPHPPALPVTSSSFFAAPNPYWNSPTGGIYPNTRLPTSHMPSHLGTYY
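His-tagged ERG Ets domain (1 uM in the protein solution; 300mM KCl, 50mM Tris-HCl, 1mM EDTA, 1mM DTT, pH 7.5) received compound, then a probe mix of 5 nM fluorescein-DNA and 100nM Texas-615-DNA. Fluorescence polarization was read for both dyes.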
12-LOX inh: Primary qHTS assay for inhibitors of human arachidonate 12S-lipoxygenase (ALOX12): Round 2; Potency, µM (top dose mostly 108 µM), inactives show at the top dose activity change, negative = inhibition, hits mostly inhibitors; purified 12hLO, xylenol orange hydroperoxide absorbance; 580,000 tested, 1.1% active; AID 1671190, 2021; note: potency is the fitted concentration of half-maximal effect; % is set by controls: 0 for no effect and ±100 for the full control effect
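Purified human 12hLO (150 nM final) in 25 mM Hepes, 0.01% Triton X-100, pH 7.0 was preincubated 15 min at room temperature with compound. Then 40 uM arachidonic acid was added, 30 min. Hydroperoxide was read by Fe-XO absorbance ratio 573/405 nm.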
POLI inh: qHTS for Inhibitors of Polymerase Iota; DNA polymerase iota (Homo sapiens), Q9UNA4; Pol iota fluorescent replication assay, 10 min; Potency, µM (titrated, usually from 115 µM), without a hit: top-dose activity, negative = inhibition, usual class: inhibitors; 390,000 tested, 1% active; note: potency is the fitted concentration of half-maximal effect
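Fluorescent replication assay read twice, at 0 min and 10 min after adding 50 nM (final) substrate. Enzyme (10 nM) and compounds were first incubated 15 min at room temperature; enzyme-free buffer wells were negative controls.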
APEX1 inh: qHTS Assay for Inhibitors of the Human Apurinic/apyrimidinic Endonuclease 1 (APE1). recombinant APE1, TAMRA/BHQ-2 abasic DNA cleavage fluorescence. DNA repair nuclease/redox regulator APEX1 (Homo sapiens), P27695. 350,000 tested, 0.35% active. Potency, µM (series often up to 65.8 µM), inactives show at the top dose activity change, negative = inhibition, hits mostly inhibitors;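 note: potency is the fitted concentration of half-maximal effect; plate controls were vehicle for no effect and reference inhibitor for full effect; nearly all actives have a fitted effect of over 55% in size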
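Step 1: APE1 (0.75 nM) with compound, 15 min RT. Step 2: add 50 nM fluorophore/quencher THF duplex. Step 3: three fluorescence reads 60 s apart (525/598 nm); read 3 minus read 1 = reaction progress.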
POLK inh: qHTS for Inhibitors of Polymerase Kappa; 400,000 tested, 0.53% active; Potency, µM (top dose mostly 107 µM), for the others: at the top dose activity, negative = inhibition, usual class: inhibitors; purified Pol kappa, fluorescent DNA synthesis assay, 10 min; AID 588579, 2011; note: potency is the fitted concentration of half-maximal effect; % is set by controls: 0 for no effect and ±100 for the full control effect
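10 nM Pol kappa preincubated 15 min at room temperature with compounds, then reaction started with substrate at 50 nM final. Fluorescence read kinetically at 0 and 10 min; buffer-only wells served as negative control.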
TRHR agonist: qHTS for Small Molecule Agonists and Allosteric Enhancers of Human TRH Receptor: Primary Screen for Agonists. Thyrotropin-releasing hormone receptor (Homo sapiens), P34981. TRHR cells, calcium flux fluo-8, FDSS agonist mode. activation, % at 2 µM. 360,000 tested, 0.18% active. AID 493084, 2011; in the data active = activation above about 30%; note: 0% is about no effect
Target sequence (P34981 whole entry, looked up): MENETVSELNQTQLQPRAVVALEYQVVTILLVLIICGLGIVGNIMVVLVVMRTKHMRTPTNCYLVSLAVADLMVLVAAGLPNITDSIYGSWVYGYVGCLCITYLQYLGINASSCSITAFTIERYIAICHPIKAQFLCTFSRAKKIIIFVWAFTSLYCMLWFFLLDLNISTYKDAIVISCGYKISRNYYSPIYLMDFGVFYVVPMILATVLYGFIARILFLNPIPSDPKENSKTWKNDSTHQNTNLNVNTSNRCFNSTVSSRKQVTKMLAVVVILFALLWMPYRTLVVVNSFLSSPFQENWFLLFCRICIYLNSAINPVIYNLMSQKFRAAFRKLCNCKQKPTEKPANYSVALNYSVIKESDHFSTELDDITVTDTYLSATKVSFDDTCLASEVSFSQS
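Steps: seed TRHR cells overnight; add fluo-8 no-wash Ca dye, RT 30 min–1.5 h; record 10 s baseline; pin-transfer compounds; monitor fluorescence 1 cycle/s for the agonist window. Calcium increases flag candidate agonists.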
Apoferritin bind: qHTS Assay for Identification of Novel General Anesthetics. Ferritin light chain (Equus caballus), P02791. apoferritin/1-aminoanthracene competitive binding, fluorescence. Potency, µM (doses to about 77.5 µM), for the others: top-dose activity change, negative = displacement, usual class: inhibitors. 350,000 tested, 0.074% active; note: potency is the fitted concentration of half-maximal effect; % is set by controls: 0 for no effect and ±100 for the full control effect; nearly all actives have a fitted effect of over 20% in size
Target sequence (P02791 2-175 limits assumed): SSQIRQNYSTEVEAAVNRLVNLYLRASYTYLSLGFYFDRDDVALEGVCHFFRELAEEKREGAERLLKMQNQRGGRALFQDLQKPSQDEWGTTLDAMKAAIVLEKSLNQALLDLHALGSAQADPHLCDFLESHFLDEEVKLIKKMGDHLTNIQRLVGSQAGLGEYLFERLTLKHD
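10 uM apoferritin + 50% sat. 1-AMA, PBS; cpd 10 min RT; Ex380/Em535 endpoint; normalized to free probe vs complex; 4-param Hill fit; propofol titration as pos. ctrl.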
* hit, by the source's call; ? = inconclusive; . = no result given; [ ] = remark or other dose. Unless noted, calls come from the whole dose curve; as a rule, active = well fitted curve in the direction sought with a large enough effect; inconclusive = small, poorly fitted or top-dose-only effect, or another doubt; inactive = no such curve, though single readings can be large; an effect the other way counts as inactive or inconclusive. These rows are one share of the data; rates above refer to the full screens.

Fields – BLM inh | Pol beta inh | ERG Ets-DNA blk | 12-LOX inh | POLI inh | APEX1 inh | POLK inh | TRHR agonist | Apoferritin bind
(1) CCn1cc(C(=O)NCc2ccc(C)cc2)c(=O)c2cc(S(=O)(=O)N3CCC(C)CC3)ccc21
→ -11% | -1% | -2% | -29% | 5% | . | 4% | -1.2 | 13%
(2) Cc1cccc(C)c1OCC(=O)N(Cc1ccco1)Cc1ccco1
→ -2% | -1% | -3% | ? | 12% | . | 1% | -2.0 | ?
(3) CCC(Cc1ccccc1)NC(=O)c1csc2c1CCCCC2 (stereo not drawn)
→ -1% | -1% | 5% | -6% | 9% | . | 7% | -0.2 | 34%[activator]
(4) O=[N+]([O-])/C(Cl)=C(/NCCO)C(Cl)=C(Cl)Cl
→ . | . | 10% | -16% | 0% | . | -12% | . | .
(5) COCCN(C(=O)COC(=O)CCCOc1ccc(OC)cc1)c1c(N)n(Cc2ccccc2)c(=O)[nH]c1=O
→ . | . | -2% | -21% | 26% | 30% | -16% | 0.1 | .
(6) COc1ccc(C)cc1S(=O)(=O)NC(C)C(=O)NC1CC1 (stereo not drawn)
→ -1% | 21% | 5% | 0% | 0% | 12% | 0% | 0.4 | -2%
(7) O=C(NCCCN1CCOCC1)c1ccc(Br)s1
→ 2% | 3% | 6% | -26% | -4% | 7% | 4% | 0.6 | 37%[activator]
(8) COc1ccc(/C(C)=N/NC(=O)c2ccc(CSc3cccc4cccnc34)cc2)cc1OC
→ 0% | 6% | -4% | 21% | ? | -1% | -6% | 0.0 | ?
(9) O=c1[nH]c(=O)n(C(c2ccccc2)(c2ccccc2)c2ccccc2)cc1N(CCO)CCO
→ . | . | -4% | -18% | 1% | . | -22% | . | .
(10) COc1cc(/C=C/C(=O)OCC(=O)N2CCC(C)CC2)ccc1O
→ . | . | -18% | -14% | 21% | -20% | -5% | -0.3 | .
(11) CC(C)CC(=O)n1nc(-c2cccnc2)nc1NCc1ccc(F)cc1
→ -6% | 11% | 0% | ? | 3% | . | -22% | 6.0 | -8%
(12) COC(=O)[C@]1(C)CCC[C@@]2(C)C3CC[C@@]4(C)C[C@]3(CCC21)CC(=O)N4C (stereo partly drawn)
→ . | . | -11% | 0% | -8% | 2% | -7% | 0.6 | .
(13) CCn1cc(Cl)c(C(=O)Nc2ccc3c(c2)OCCO3)n1
→ -1% | 22% | -3% | -7% | 134%[activator] | 10% | -4% | -0.1 | -5%
(14) O=C(NCc1ccc(Cl)cc1)c1ccccc1Oc1ccccc1
→ 1% | -22% | -7% | -19% | -13% | 4% | -7% | 0.2 | ?
(15) Cc1cc(N)ccc1NC(=O)CN1CCOCC1
→ -6% | -3% | 0% | 21% | 31%[activator] | 23% | -10% | -0.1 | 12%
(16) C=CCNc1nc(C2(C)CC3(CC(C)(C)OC3=O)C(=O)O2)cs1 (stereo not drawn)
→ -2% | -28% | 0% | -38% | 4% | 2% | 2% | 0.9 | -18%
(17) N#CCSc1nc2sccc2c(=O)n1-c1ccccc1
→ -3% | 12% | -4% | -7% | 37%[activator] | 11% | -7% | -1.2 | -14%
(18) COc1cccc(Cc2n[nH]c(=S)n2Cc2ccco2)c1
→ -1% | -18% | -1% | ? | -10%[58.9 µM] | -2% | 0% | -0.2 | 9%
(19) CCOC(=O)C1CCN(CCC(=O)Nc2cccc(Cl)c2)CC1
→ -1% | -1% | -7% | 2% | 22% | 0% | -3% | 1.3 | -13%
(20) Cc1ccc2c(CC(=O)Nc3ccc(S(=O)(=O)N4CCCCC4C)cc3)coc2c1C (stereo not drawn)
→ -12% | 4% | 1% | 1% | -5% | . | 1% | 2.0 | -8%
(21) COC(=O)c1scc(-c2ccc(C)cc2)c1S(=O)(=O)Nc1ccc(OC(F)(F)F)cc1
→ 0% | -7% | 0% | 0% | -15% | . | -16% | 0.7 | -16%
(22) Cc1cc(NC(=O)COC(=O)c2oc3c(Cl)cccc3c2C)no1
→ -1% | 25% | -2% | 6% | ? | 17% | ? | -0.1 | -7%
(23) Cc1ccc(NC(=O)Nc2nnc(N3CCCC3)s2)c(C)c1
→ -1% | 0% | -2% | -19% | 3% | . | 3% | 0.0 | 6%
(24) NC(=O)C1CCN(C(=O)COc2ccc3c4c(c(=O)oc3c2)CCC4)CC1
→ 4% | 2% | 1% | -3% | 4% | 13% | 2% | 0.6 | -9%
(25) COc1ccc(NS(=O)(=O)c2ccc3oc(SC(C)C(N)=O)nc3c2)cc1 (stereo not drawn)
→ -8% | 8% | -2% | . | -1% | 24% | -17% | -0.2 | -16%
(26) Cc1ccc(NC(=O)/C(C#N)=C/c2ccc(C(C)C)cc2)cc1C
→ 1% | -2% | 7% | -39% | 30% | . | -1% | 0.0 | -2%
(27) O=C(NCc1cccc(Cl)c1)c1ccco1
→ -1% | 6% | -9% | -1% | 18% | 1% | -2% | -0.9 | -4%
(28) CN(CCCNC(=O)c1ccc(/C=N/O)nc1)CCCN(C)Cc1ccccc1
→ 5% | 9% | 5% | -16% | 29% | 3% | 2% | 0.6 | -6%
(29) CCOc1ccc(S(=O)(=O)N2CCC(C(=O)NCC3CCCO3)CC2)cc1Cl (stereo not drawn)
→ -2% | 8% | 3% | 0% | 15% | 9% | -6% | -0.6 | -2%
(30) CCOc1ncccc1C(=O)OCC(=O)Nc1ccc(-c2nc3ccc(C)cc3s2)cc1
→ 2% | -9% | -5% | -35% | -5% | -3% | -6% | 0.3 | -11%
(31) O=C(CSc1nc(C2CC2)nc2ccccc12)Nc1ccccc1Cl
→ -6% | 25% | 2% | ? | 64%[activator] | -1% | 9% | 0.0 | -6%
(32) Cc1ccc(-n2nc3ccc(NC(=O)/C=C/c4ccco4)cc3n2)cc1C
→ -16% | 45µM* | -5% | ? | ? | -3% | ? | 0.0 | 2%
(33) Cc1ccc(C(=O)NCCNC(=O)CN2CCOCC2)cc1
→ 1% | 27% | 4% | ? | 21% | -2% | -2% | 1.1 | -8%
(34) Cc1c(Cl)cccc1NC(=S)N=Nc1c(O)n(CN2CCOCC2)c2ccccc12
→ -4% | -21% | -5% | . | 28% | 0% | -12% | 0.4 | -22%
(35) Cc1nc2ccccn2c(=O)c1NC(=O)c1ccc(F)c(F)c1
→ 0% | 19% | 1% | -18% | -18% | . | -4%[60.1 µM] | 0.2 | 12%
(36) CC(C)COC(=O)C(N)C(C(=O)OCC(C)C)c1ccccc1 (stereo not drawn)
→ -2% | 29% | 11% | 128%[activator] | -8% | -1% | -11% | 0.0 | ?
(37) Cc1ccc(S(=O)(=O)c2nc(S(C)(=O)=O)sc2NCC2CCCO2)cc1 (stereo not drawn)
→ -1% | 10% | 2% | 152%[activator] | 7% | 12% | 8% | 0.3 | -6%
(38) O=C(NNc1ncc(C(F)(F)F)cc1Cl)c1c(Cl)cccc1Cl
→ -1% | 36% | 6% | -19% | 9% | -3% | -10% | -0.3 | -17%
(39) Cc1ccc(NC(=O)C2CCCN2C(=O)OCc2ccccc2)c(O)c1 (stereo not drawn)
→ -2% | 34% | 9% | 12% | 43%[activator] | 45% | 2% | -0.1 | 2%
(40) COC(=O)C1=C(NC(=O)c2ccc(Br)cc2)CCS1
→ -5% | 45% | 3% | 4% | 38%[activator] | 11% | 1% | 0.1 | -5%
(41) CC(=O)c1ccc[n+](CC(=O)NC(C)c2ccccc2)c1 (stereo not drawn)
→ -2% | 32% | -6% | ? | -2% | 2% | -4% | 1.4 | 1%
(42) CCc1cccc(C)c1NC(=O)Nc1ccc2c(c1)OCO2
→ 1% | -14% | 9% | -5% | -1% | 2% | -21% | 0.3 | -5%

Entries of single compounds, quoted from the list:
Listed for Cc1ccc(NC(=O)/C(C#N)=C/c2ccc(C(C)C)cc2)cc1C → BLM inh: 1%; Pol beta inh: -2%; ERG Ets-DNA blk: 7%; 12-LOX inh: -39%; POLI inh: 30%; APEX1 inh: .; POLK inh: -1%; TRHR agonist: 0.0; Apoferritin bind: -2%
Listed for Cc1ccc(NC(=O)C2CCCN2C(=O)OCc2ccccc2)c(O)c1 (stereo not drawn) → BLM inh: -2%; Pol beta inh: 34%; ERG Ets-DNA blk: 9%; 12-LOX inh: 12%; POLI inh: 43%[activator]; APEX1 inh: 45%; POLK inh: 2%; TRHR agonist: -0.1; Apoferritin bind: 2%

Only APEX1 inh, POLI inh and 12-LOX inh (three entries from above):
| entry | smiles | APEX1 inh | POLI inh | 12-LOX inh |
| --- | --- | --- | --- | --- |
| 29 | CCOc1ccc(S(=O)(=O)N2CCC(C(=O)NCC3CCCO3)CC2)cc1Cl (stereo not drawn) | 9% | 15% | 0% |
| 30 | CCOc1ncccc1C(=O)OCC(=O)Nc1ccc(-c2nc3ccc(C)cc3s2)cc1 | -3% | -5% | -35% |
| 31 | O=C(CSc1nc(C2CC2)nc2ccccc12)Nc1ccccc1Cl | -1% | 64%[activator] | ? |

Bioassay records as filed in PubChem.
